# H9c2 TAG inh: reduces triacylglycerol accumulation in H9c2 cells. Nile Red lipid (TAG) fluorescence; cells loaded with 200 µM oleic acid. inhibition, % at 12.5 µM. 230,000 compounds, 0.66% hits. AID 651582;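 active means pattern-corrected inhibition of lipid staining of at least 50% with the nuclear-stain viability signal not falling by more than 50%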;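 further: 0% = DMSO wells and 100% = triacsin C control wells; some results filed as inactive read as strong as hits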
# H9c2 TAG inh DAPI viability: also measured in H9c2 TAG inh; calls as there; DAPI nuclei signal change (viability), lower = more cytotoxic, %;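 whole-well DAPI fluorescence read on a plate reader as a viability signal; minus 50 percent equals half of cells still viable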
# Starred values were filed as active, the others as inactive.
structure,H9c2 TAG inh,H9c2 TAG inh DAPI viability
CCOc1ccc(C(C)NC(=O)Cc2ccccc2F)cc1OCC (configuration not stated),18,3
CCOC(=O)C(NC(=O)c1ccccc1)(N1CCCC1=O)C(F)(F)F (configuration not stated),-34,7
CCCOc1ccc(NC(=O)CC2C(=O)N(CC)C(=S)N2CCCN2CCN(Cc3ccccc3)CC2)cc1 (configuration not stated),27,4
O=C(CCC(=O)N1CCN(C2CCCCC2)CC1)Nc1nnc(C(F)(F)F)s1,-10,3
CCN(c1ccc(NC(=O)c2ccc(Cl)nc2)cc1)C(C)C,6,3
COCC(=O)N1CCCC(C)(C(=O)Nc2cccc(Oc3ccccc3)c2)C1 (configuration not stated),-2,-4
CCOC(=O)c1c(C)[nH]c(C(=O)OCC(=O)N2CCCC2=O)c1C,0,-1
CCn1ccnc1CN1CCN(CCC(C)C)C(CCO)C1 (configuration not stated),1,1
O=c1[nH]c(-c2ccccc2F)nc2c1sc(=S)n2Cc1ccccc1,-7,8
CN(C)c1ccc(C(CNS(=O)(=O)c2ccc([N+](=O)[O-])cc2)N2CCOCC2)cc1 (configuration not stated),7,-4

# (next part)
structure,H9c2 TAG inh,H9c2 TAG inh DAPI viability
CNC(=O)[C@H]1O[C@@H](n2cnc3c(NCc4cccc(I)c4)ncnc32)[C@H](O)[C@@H]1O,9,-6
O=S(=O)(NC(=S)NC1CCCCC1)c1ccccc1,10,-2
O=C(NCc1ccccc1F)C1CCCN1C(=O)Nc1cccc(F)c1 (configuration not stated),-9,-3
CCOC(=O)Cn1cc(C(=O)c2ccco2)c2ccccc21,9,-9
Cc1ccc2nc(NC(=O)CCNS(=O)(=O)c3cccs3)sc2c1,23,-4
Cc1cc(-c2nnc(CCC(=O)NCc3ccc(F)c(F)c3)o2)no1,-6,5
Cc1nn(C(C)(C)C)c(OC(=O)c2ccc3c(c2)OCO3)c1Sc1ccccc1,-22,2
Cc1cc(C(=O)COC(=O)c2cccnc2Cl)c(C)n1CC1CCCO1 (configuration not stated),-25,10
Cc1ccc(N2CC(C(=O)N(C)CC(=O)Nc3ccc(Cl)c(C(F)(F)F)c3)CC2=O)cc1 (configuration not stated),-66,0
Cc1nn(-c2ccc(F)cc2)c(C)c1CN1CCN(Cc2ccccc2)C(CCO)C1 (configuration not stated),0,-1

# An excerpt from above in order of SMILES length, smallest number first.
structure,H9c2 TAG inh,H9c2 TAG inh DAPI viability
O=S(=O)(NC(=S)NC1CCCCC1)c1ccccc1,10,-2
CCOc1ccc(C(C)NC(=O)Cc2ccccc2F)cc1OCC (configuration not stated),18,3
Cc1cc(C(=O)COC(=O)c2cccnc2Cl)c(C)n1CC1CCCO1 (configuration not stated),-25,10
COCC(=O)N1CCCC(C)(C(=O)Nc2cccc(Oc3ccccc3)c2)C1 (configuration not stated),-2,-4
CNC(=O)[C@H]1O[C@@H](n2cnc3c(NCc4cccc(I)c4)ncnc32)[C@H](O)[C@@H]1O,9,-6

# Next part:
structure,H9c2 TAG inh,H9c2 TAG inh DAPI viability
COc1ccc(C2/C=C\CN(Cc3ccncc3)CC(=O)N2Cc2ccc(F)cc2)cc1 (configuration not stated),8,0
COc1cccc(C(=O)N2CCN(C3CCC(c4ccccc4)CC3)CC2)c1 (configuration not stated),-7,1
CN1CCN(c2oc(-c3cccs3)nc2S(=O)(=O)c2ccccc2)CC1,8,1
O=C(c1ccc(NS(=O)(=O)c2ccccc2)cc1)N1CCN(Cc2ccc3c(c2)OCO3)CC1,-6,0
COc1ccc(NC(=O)c2cn(-c3ccccc3)nc2-c2ccncc2)cc1,44,-28
CSc1ccccc1NC(=O)c1ccc([N+](=O)[O-])cc1,7,-4
COc1cccc(CN(C)C(=O)c2cccc(S(=O)(=O)NCc3ccccc3)c2)c1OC,-12,-1
CCOC(=O)c1sc(NC(=O)CSc2ncn(-c3ccccc3)n2)nc1C,-15,10
COC(=O)C/C=N/N=C1/NC(=O)/C(=C/C(=O)O)S1,11,-13
CSc1ccccc1NC(=O)COC(=O)c1cnc(C)cn1,-13,-2

# (listing goes on)
structure,H9c2 TAG inh,H9c2 TAG inh DAPI viability
Cn1c(N)c(C(=O)COC(=O)c2ccc3ccccc3c2)c(=O)n(C)c1=O,0,3
CC1CCN(C(=O)c2ncn3c2c(=O)[nH]c2cccnc23)CC1,6,-13
Cc1ccc(C(CNS(=O)(=O)c2ccc(Br)cc2)N2CCN(C)CC2)cc1 (configuration not stated),-15,8
C[C@H]1COC(=O)[C@@H](Cc2ccc(F)cc2)C/C=C\C[C@@H](CC(=O)NCCO)C(=O)N1,-4,1
O=C(O)c1ccccc1C(=O)N1CC=C(c2ccccc2)CC1,-10,14
Cc1ccc(SC2CC(=O)N(c3ccc4c(c3)OCCO4)C2=O)cc1 (configuration not stated),15,-14
COc1cc(NC(=S)NC(=O)C(C)C)ccc1NC(=O)c1cc2ccccc2o1,12,-4
COc1ccccc1NC(=O)c1ccccc1NS(C)(=O)=O,-1,-7
O=C(O)CCC/C=C\C[C@@H]1[C@@H](/C=C/[C@@H](O)COc2cccc(Cl)c2)[C@H](O)C[C@@H]1O,-15,12
O=C1c2ccccc2C(Nc2ccc(Cl)cn2)N1c1cccnc1 (configuration not stated),-4,6

# (more compounds)
structure,H9c2 TAG inh,H9c2 TAG inh DAPI viability
CCCc1cc(=O)oc2cc3occ(C)c3cc12,-7,4
CCc1cccc(CC)c1NC(=O)C(CC)Sc1nc2ccsc2c(=O)n1CCC(=O)O (configuration not stated),15,-7
CCOc1ccc(NC(=O)C2CC(=O)N=C(N)S2)cc1 (configuration not stated),7,4
O=Cc1c(NC2CCCCC2)c2ccccc2[nH]c1=O,-9,4
COc1ccccc1C(=O)NCCC(=O)NCC(c1ccc(F)cc1)N1CCOCC1 (configuration not stated),-1,-6
Cn1c(N)c(C(=O)COC(=O)/C=C/c2cccc(Br)c2)c(=O)n(C)c1=O,-9,4
C/C(=N\NC(=O)c1ccncc1)c1cccc(NC(=O)c2ccc(C(C)(C)C)cc2)c1,20,-7
CCC(C)(C)n1nnnc1C(c1ccc(C)cc1)N1CCN(Cc2cccnc2)CC1 (configuration not stated),-9,6
COc1ccc(NS(=O)(=O)c2cccc(C(=O)N3CCCCCC3)c2)cc1,-3,-4
Cc1cccc(-c2nnc(NC(=O)c3ccc(N4C(=O)CCC4=O)cc3)s2)c1,20,-5

# Other results.
structure,H9c2 TAG inh,H9c2 TAG inh DAPI viability
COc1cccc(NC(=O)CN(C)C(=O)C(CCSC)NC(=O)c2ccco2)c1 (configuration not stated),-5,-7
N#Cc1ccccc1S(=O)(=O)N1CCN(C(=O)c2cccc(S(=O)(=O)N3CCCC3)c2)CC1,-14,32
CCOC(=O)[C@H]1[C@H]2COc3ccc(Br)cc3[C@@H]2N2C(=O)c3cc(Br)ccc3NC(=O)[C@@]12C,63*,-20*
COc1cccc(CN(C)CC(=O)Nc2ccccc2C(C)C)c1,-34,1
C[C@@H]1CN([C@@H](C)CO)C(=O)Cc2cc(NC(=O)Nc3ccc4c(c3)OCO4)ccc2O[C@@H]1CN(C)C(=O)NC1CCCCC1,10,2
N#Cc1ccc(C(=O)OCC(=O)Nc2cccnc2Cl)cc1,19,-5
CCCn1nnc(NC(=S)NC(=O)CC)n1,2,-4
COc1ccc(Cl)cc1NC(=O)CN(C)CC(=O)Nc1ccccc1N1CCOCC1,47,-16
COn1c(SCc2ccc(C)cc2C)nc2ccccc2c1=O,-142,20
CCn1c(CNc2cccc(C(F)(F)F)c2)n[nH]c1=S,2,8

# The results go on:
structure,H9c2 TAG inh,H9c2 TAG inh DAPI viability
O=C(CCN1CCN(c2ccccc2F)CC1)c1ccc(Br)cc1,-1,4
CC(C)(C)c1ccc(NC(=O)N2CCN(c3ccc([N+](=O)[O-])cn3)CC2)cc1,-25,0
COc1ccc(OC2(C)CCN(Cc3ccccc3OC(F)F)C2)cc1 (configuration not stated),-13,2
CCOc1cc(C(=O)Nc2ccc(C(=O)NCCN(CC)CC)cc2)ccc1OCC(=O)N1CCOCC1,10,-3
COC(=O)Nc1sc2c(c1C(N)=O)CCCCCC2,-2,-6
O=C(O)CCC(=O)Nc1ccc(-c2nc3ccc(C(=O)c4ccccc4)cc3[nH]2)cc1,0,-1
Cc1ccc(S(=O)(=O)n2c(N)nc3ccccc32)cc1,-6,-3
Cc1ccc(S(=O)(=O)Cc2ccc(C(=O)OCc3ccccc3)cc2)cc1,-7,4
Cc1ccc(C(=O)NCCc2cccc(Cl)c2)cc1[N+](=O)[O-],-5,-1
CCCn1nc(C(=O)Nc2cc(S(=O)(=O)Nc3ccc(OC)cc3)ccc2O)c2ccccc2c1=O,-4,0

# (continued)
structure,H9c2 TAG inh,H9c2 TAG inh DAPI viability
COc1ccccc1CCNC(=O)CSc1nc(-c2ccco2)cc(C(F)(F)F)n1,1,2
COc1ccc(NC(=O)COC(=O)C2COc3ccccc3O2)cc1 (configuration not stated),6,-3
CCOC(=O)[C@H]1[C@H]2COc3ccc(OC)cc3[C@@H]2N2C(=O)c3ccc(C)cc3NC(=O)[C@@]12C,-1,-11
CC1(OC(=O)CCc2ccccc2)C(=O)C=C2C=C3CCCN3C=C2C1=O (configuration not stated),-2,6
COc1ccc(CC(=O)Nc2ccc(F)c(Cl)c2)cc1S(=O)(=O)N1CCOCC1,-2,-1
NC(=O)C1CCN(c2ncccc2[N+](=O)[O-])CC1,-6,-4
O=C(Cn1c(=S)[nH]c2ccccc2c1=O)N1CCc2ccccc2C1,14,-9
Cc1ccc(C2C=C(c3ccccc3)Nc3ncnn32)cc1 (configuration not stated),2,1
Cc1nnc(N(C)C(=O)Cc2ccc3c(c2)OCO3)s1,-4,-7
O=C(NCc1ccc(Cl)cc1)c1ccc(N2CCCC2=O)cc1,-8,-4

# Following part:
structure,H9c2 TAG inh,H9c2 TAG inh DAPI viability
C/C(CC(=O)Nc1ccc(Cl)cc1Cl)=N\NC(=O)c1cnccn1,10,4
O=C1CCCN1c1cc(Cl)cc(Cl)c1,-27,5
CCOc1ccc(C=NNc2ccc(S(=O)(=O)Nc3ccccc3C(=O)O)cc2[N+](=O)[O-])cc1,10,7
COC(=O)C1(C)NC(=O)c2ccccc2N1 (configuration not stated),2,-6
CCCCCCCN1CCC(=O)N([C@H](CO)CC(C)C)CC1,2,-3
CC(C)(CNC(=O)c1cccc(F)c1)CNC(=O)c1cccc(F)c1,-13,2
CSc1nc(-c2cccs2)c(C#N)c(=O)[nH]1,6,5
O=C(COC(=O)c1ccc[nH]c1=O)NC1CCCC1,-1,3
Cc1nn(Cc2ccc(Br)cc2)c(C)c1NC(=O)c1nn(C)cc1Cl,10,-1
CCN(CC)S(=O)(=O)c1cc(NC(=O)CSCc2c(C)noc2C)ccc1C,-10,-3

# The closing 2 entries of the part before are carried over, then new ones follow.
structure,H9c2 TAG inh,H9c2 TAG inh DAPI viability
Cc1nn(Cc2ccc(Br)cc2)c(C)c1NC(=O)c1nn(C)cc1Cl,10,-1
CCN(CC)S(=O)(=O)c1cc(NC(=O)CSCc2c(C)noc2C)ccc1C,-10,-3
Cc1cc2ncn(CC(C)C)c2cc1C,-8,17
N/C(COc1ccc(Cl)cc1Cl)=N\NS(=O)(=O)c1ccccc1,6,-10
O=C1C2CCC(C2)C1CN1CCOCC1 (configuration not stated),0,-2
Cc1cc(-c2cc(C(=O)Nc3ccccc3)on2)nc(NCC2CC2)n1,11,-3
Nc1c(C(=O)CSc2nccn2-c2ccc(Cl)cc2)c(=O)[nH]c(=O)n1C1CC1,-1,5
Cc1cccc(OCc2nnc(SCc3nc4ccccc4c(=O)[nH]3)o2)c1,-10,-7
COCCNC(=O)C1(C)CCCN(C(=O)c2cccc(C#N)c2)C1 (configuration not stated),-6,4
O=c1[nH]c(=S)n(-c2cccc(Cl)c2)c(O)c1/C=N/N1CCOCC1,6,-9
O=C(COc1coc(CN2CCc3ccccc3C2)cc1=O)Nc1ccc([N+](=O)[O-])cc1,1,-9
CC1CCc2sc(C(=O)NCC3CCCO3)cc2C1 (configuration not stated),5,-1

# The listing continues.
structure,H9c2 TAG inh,H9c2 TAG inh DAPI viability
CC1(C)N=C(N)N=C(N)N1c1ccc(OCC(=O)Nc2ccccc2)c(Cl)c1,4,-19
COc1cc(NC(=O)Nc2cccc([N+](=O)[O-])c2)cc(OC)c1,-3,-11
Cc1ccc(N2CC(C(=O)Nc3cc(S(=O)(=O)N4CCCCC4)ccc3C)CC2=O)cc1 (configuration not stated),6,1
COc1ccc(NC(=O)Cn2nnc3sc4c(c3c2=O)CC(C)(C)OC4)cc1,6,-4
COc1cc(OC)cc(OC(=O)C2CCN(C(=O)c3ccc(F)cc3)CC2)c1,7,55
CCC(C)C(=O)Nn1c(C2CC2)nc2cc(OC)c(OC)cc2c1=O (configuration not stated),-6,-4
CCC(=O)Nc1ccc(C(=O)Nc2ccc3c(c2)C(=O)N(CC2CCCO2)C3=O)cc1 (configuration not stated),8,3
O=C(c1cccnc1Cl)N(Cc1ccccc1)Cc1ccccc1,11,-1
COc1ccccc1S(=O)Cc1ccc(C(=O)NC2CCCC2)o1 (configuration not stated),8,6
COc1ccc(/C=C/c2nnc(NC(=O)c3ccco3)s2)cc1,7,7

# Going on with the list.
structure,H9c2 TAG inh,H9c2 TAG inh DAPI viability
COc1ccc(S(=O)(=O)N2CCOCC2)cc1C(=O)N(C)Cc1ccccc1F,16,4
Cc1cccn2c(=O)c3cc(C#N)c(=N)n(CCCN4CCOCC4)c3nc12,19,2
NS(=O)(=O)c1ccc(NN=C2CCN(Cc3ccccc3)CC2)c([N+](=O)[O-])c1,-14,12
O=C(c1cccnc1)N1CCN(Cc2ccccc2Br)CC1,6,-3
O=C(C(Br)=Cc1ccccc1)c1ccccc1,63,-54
CC(C)n1cnc2c(NCc3ccccc3)cc(Cc3ccc(F)cc3)cc21,-9,-6
Cc1ccc(NC(=O)Nc2ccc(F)cc2)nc1,-9,3
O=C(O)CSCCc1ccccn1,-6,12
COCCn1c(=O)[nH]c(=O)c2c1nc(-c1cc(Br)c3c(c1)OCO3)n2Cc1ccccc1,-1,3
Cc1ccc(C)c(NC(=O)COC(=O)CCNC(=O)c2ccco2)c1,12,-6

# The list is partial; rates above refer to the full screens.
